Screens as filed in PubChem BioAssay.
USP2a block = USP2a (human) protease inhibition; USP2 core, Ub-CHOP2 coupled fluorogenic reporter, 485/531; AID 463254; Potency, µM (series often up to 38.3 µM), for the others: top-dose activity change, negative = inhibition, most hits filed as inhibitors; O75604; 330,000 tested, 0.01% active;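 further: potency means the concentration at half of the fitted maximal effect; plate controls were DMSO wells for no effect and full inhibition by NEM control for full effect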
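Cell-free coupled assay: 10nM USP2 core preincubated 30min RT with compound in Tris-HCl pH 8.0/CaCl2/CHAPS buffer, then 25nM Ub-CHOP2 and 25nM reporter substrate; fluorescence (Ex 485/Em 531) read after 60min RT, normalized to NEM inhibition, concentration-response curves fitted.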
uPA generation = blocks generation of uPA at the cell surface; cell surface uPA generation assay, qHTS; Potency, µM (top dose mostly 38.3 µM), without a hit: at the top dose activity change, negative = inhibition, hits mostly inhibitors; 330,000 tested, 0.31% active; AID 540303; active means well fitted inhibition curve with a large enough effect; inconclusive means small, poorly fitted or top-dose-only effect; inactive means no such curve, though single readings can be large or run the other way; tested in mouse RAW 264.7 cells; further: potency means the concentration at half of the fitted maximal effect; on the % scale 0 is the no-effect control and ±100 the full control effect; nearly all actives have a fitted effect of over 55% in size
Eya2 phos inh = blocks the phosphatase activity of human Eya2 | 330,000 tested, 0.006% active | Potency, µM (top dose mostly 76.9 µM), without a hit: at the top dose activity, negative = inhibition, most hits filed as inhibitors | AID 488837 | recombinant Eya2, OMFP fluorescence dephosphorylation (OMFP is methylfluorescein phosphate); further: potency means the concentration at half of the fitted maximal effect; on the % scale 0 is the no-effect control and ±100 the full control effect
Target sequence (O00167 whole entry, looked up): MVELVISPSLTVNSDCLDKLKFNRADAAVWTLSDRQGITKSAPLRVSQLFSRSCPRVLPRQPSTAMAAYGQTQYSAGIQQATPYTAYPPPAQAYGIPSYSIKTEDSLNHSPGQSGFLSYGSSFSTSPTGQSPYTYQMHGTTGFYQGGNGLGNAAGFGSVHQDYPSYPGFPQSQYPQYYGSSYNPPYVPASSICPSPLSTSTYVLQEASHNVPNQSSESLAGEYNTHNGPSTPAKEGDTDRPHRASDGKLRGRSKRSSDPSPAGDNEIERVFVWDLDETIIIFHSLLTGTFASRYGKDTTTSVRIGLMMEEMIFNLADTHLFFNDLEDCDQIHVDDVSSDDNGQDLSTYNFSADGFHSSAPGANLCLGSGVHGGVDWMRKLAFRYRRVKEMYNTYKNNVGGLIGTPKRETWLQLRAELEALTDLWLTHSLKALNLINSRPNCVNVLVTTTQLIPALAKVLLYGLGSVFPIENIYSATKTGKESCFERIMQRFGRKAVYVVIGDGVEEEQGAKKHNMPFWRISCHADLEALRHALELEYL
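Eya2 (0.2 uM) preincubated 10 min at ambient with compound, then OMFP substrate added at 50 uM; 10 min reaction in 50 mM HEPES pH 7.5, 50 mM NaCl, 5 uM MgCl2, 0.05% BSA, 1 mM DTT. Fluorescence read at Ex 485/Em 525 nm.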
B2AR arrestin = beta2AR (human) beta-arrestin recruitment activity | P07550 | beta-arrestin recruitment to beta2AR, cell-based reporter | Potency, µM (top dose mostly 46.1 µM), inactives show at the highest dose activation, actives largely listed as activators | 330,000 tested, 0.02% active;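 further: potency means the concentration at half of the fitted maximal effect; 0% = DMSO controls and full agonism = EC100 isoproterenol or metaproterenol; nearly all actives have a fitted effect of over 65% in size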
TSG101-PTAP inh = blocks PTAP/TSG101 interaction to inhibit HIV-1 budding; AID 493005; Fluorescence polarization, FITC-PTAP peptide / Tsg101 binding; 340,000 tested, under 10 active; Potency, µM (titrated, usually from 115 µM), without a hit: top-dose activity change, negative = inhibition, actives largely listed as inhibitors; active means well fitted inhibition curve with a large enough effect in the main read-out, with a control signal flat, not every such curve was filed as active; inconclusive means small, poorly fitted or top-dose-only effect, or effect the other way, or a change in a side signal; inactive means no such curve, though single readings can be large or run the other way; further: potency means the concentration at half of the fitted maximal effect; % of control where 0% means no effect
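Fluorescence polarization binding of Tsg101 binding domain (10 uM final) to FITC-labeled PTAP peptide (50 nM final) in HEPES pH 7.5 buffer with NaCl, Tween 20, EDTA, TCEP. Compounds added before peptide; binding 20 min at RT.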
p53 reactivation = re-activators of mutant p53 | H1299 p53-A138V BP100-luciferase reporter, luminescence, 24 h | Potency, µM (highest dose often 92.2 µM), for the others: at the top dose activity change, positive = activation, most hits filed as activators | 320,000 tested, 0.063% active | AID 504706; further: potency means the concentration at half of the fitted maximal effect; % of control where 0% means no effect; nearly all actives have a fitted effect of over 45% in size
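H1299 (p53-null), stable ts p53-A138V + BP100-Luc; 1000 cells/well, Opti-MEM/10% FBS; cpd 4 pt, 1:5; 24 h, 37 deg C, 5% CO2; detection reagent 10 min RT; luminescence.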
Integrin act MD = integrin-mediated muscular dystrophy alleviation activation | alpha7betagal myoblasts, beta-gal FDG fluorescence, 48 h | AID 624291 | Potency, µM (titrated, usually from 38.3 µM), for inactives: at the top dose activation, actives largely listed as activators | 350,000 tested, 0.064% active;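 further: potency means the concentration at half of the fitted maximal effect; 100% = response of the positive control SU9516; nearly all actives have a fitted effect of over 60% in size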
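Alpha7betagal+/- myoblasts (passage 13) were plated 16-24 hr, then exposed to compounds (1:260 dilution of DMSO stock) for 48 hours at 37C. After MPER lysis, β-galactosidase reporter activity was read as FDG fluorescence (ex 480/em 540) after 30 minutes.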
BRCA1 expr up = BRCA1 expression activation; MCF7-BRCA1-FFLuc reporter, luminescence, 48 h; response scale: scaled: vehicle 0%, 10 µM genistein 100%; Potency, µM (highest dose often 46.1 µM), for the others: at the top dose activation, usual class: activators; 380,000 tested, 1.1% active; AID 624202; further: potency means the concentration at half of the fitted maximal effect; nearly all actives have a fitted effect of over 80% in size; some results filed as inactive show a strong effect at the top dose
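MCF7-BRCA1-FFLuc, 2000 cells/well; 2 h attach, 37 °C/5% CO2; compound 48 h; luciferase substrate 15 min; luminescence end-point. Norm. to genistein 10 microM max activation and DMSO; concentration-response curves fitted.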
TRPV1 agonist = agonists of human vanilloid receptor 1 (TRPV1). TRPV1-expressing cells, Fluo-8 calcium influx, agonist mode. activation, % at 8.33 µM. 320,000 tested, 0.19% active. AID 540275; in the data active means activation above about 80%; inconclusive means between about 30% and that limit; further: 0% is about no effect
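TRPV1-expressing cells were cultured overnight at 35.5C and loaded with Fluo-8 calcium dye for 40 to 90 min at room temperature. After a 10 s baseline, compound was added and calcium influx was read kinetically for 3 min (ex 480/em 520 nm).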
ASM inhibitor = blocks human secretory acid sphingomyelinase; P17405; placental ASM, HMU-PC fluorogenic substrate, 60 min; Potency, µM (series often up to 57.5 µM), for inactives: at the highest dose activity change, negative = inhibition, most hits filed as inhibitors; 340,000 tested, 0.006% active; further: potency means the concentration at half of the fitted maximal effect
Target sequence (P17405 47-631 limits assumed): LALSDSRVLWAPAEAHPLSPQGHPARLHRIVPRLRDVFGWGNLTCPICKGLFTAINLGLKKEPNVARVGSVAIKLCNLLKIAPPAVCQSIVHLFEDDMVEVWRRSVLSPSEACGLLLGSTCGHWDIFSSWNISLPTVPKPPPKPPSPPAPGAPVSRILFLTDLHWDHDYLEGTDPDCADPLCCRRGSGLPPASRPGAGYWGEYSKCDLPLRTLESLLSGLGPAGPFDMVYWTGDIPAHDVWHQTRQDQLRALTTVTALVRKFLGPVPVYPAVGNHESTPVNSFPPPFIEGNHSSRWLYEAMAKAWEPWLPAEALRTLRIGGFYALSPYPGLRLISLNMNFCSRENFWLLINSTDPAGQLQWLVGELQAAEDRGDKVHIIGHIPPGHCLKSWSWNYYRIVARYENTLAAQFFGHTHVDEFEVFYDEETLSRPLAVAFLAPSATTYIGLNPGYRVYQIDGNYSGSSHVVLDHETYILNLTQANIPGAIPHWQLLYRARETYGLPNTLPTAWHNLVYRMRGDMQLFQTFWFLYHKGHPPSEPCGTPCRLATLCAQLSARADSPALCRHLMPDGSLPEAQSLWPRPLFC
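qHTS format. ASM enzyme prepared from human placenta hydrolyses the fluorogenic substrate HMU-PC0 (9 uM final) over 60 min at 37 °C after a 10 min compound preincubation.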
ELG1 genotoxic = induces genotoxicity in HEK293T cells with luciferase-tagged ELG1; Potency, µM (highest dose often 46 µM), for the others: top-dose activity change, positive = activation, usual class: activators; HEK293T ELG1-luciferase reporter, luminescence, 16 h; 330,000 tested, 1.3% active; AID 504466; further: potency means the concentration at half of the fitted maximal effect; % of control where 0% means no effect; nearly all actives have a fitted effect of over 60% in size
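Screening used a luciferase reporter fused to human ELG1 in HEK293T cells. Luminescence was read on a CCD plate imager after 16 hr exposure and 30 min ONE-Glo incubation.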
An asterisk follows results filed as active; ? = inconclusive; . = no result given; & = joins results of further samples; [ ] = another dose, or the depositor's remark. Unless noted, the call rests on the fitted dose curve; in most records, active means well fitted curve in the direction sought with a large enough effect; inconclusive means small, poorly fitted or top-dose-only effect, or another doubt; inactive means no such curve, though single readings can be large; an effect the other way counts as inactive or inconclusive.

SMILES	USP2a block	uPA generation	Eya2 phos inh	B2AR arrestin	TSG101-PTAP inh	p53 reactivation	Integrin act MD	BRCA1 expr up	TRPV1 agonist	ASM inhibitor	ELG1 genotoxic
CC1(C)CC(=O)C(C=Nc2ccc3c(c2)OCO3)=C(O)C1	4.2%	-14.3%	3.5%	0.0%	-1.0%	?	25.3%	-1.1%	0.9	1.8%	?
CCOC(=O)N1CCC(NS(=O)(=O)c2cc3c(cc2C)NC(=O)CO3)CC1	0.7%	-6.3%	-26.9%	-0.5%	-5.0%	-0.3%	-9.2%	-29.5%	0.2	4.9%	0.2%
Cc1cc(C)cc(N(CC(=O)NC2CCC(C)CC2)S(=O)(=O)c2c(C)[nH]c(=O)[nH]c2=O)c1 (centres undefined)	-0.5%	2.0%	-3.0%	-1.2%	-1.2%	-2.1%	3.3%	0.0%	1.1	-0.2%	-0.1%
NS(=O)(=O)c1ccc(N2CCCC2=O)c([N+](=O)[O-])c1	0.8%	6.6%	-2.1%	0.1%	-10.0%	-3.5%	12.5%	0.0%	1.9	-2.9%	7.3%
Cc1cccnc1NC(=O)C1c2ccccc2Oc2ccccc21	3.2%	-2.7%	7.3%	0.4%	-0.4%	3.1%	0.7%	-20.4%	11.8	4.5%	1.6%
O=C1OCc2ccc(NC(=O)C3CC3)cc21	-5.7%	-0.4%	5.5%	0.0%	-4.8%	1.3%	15.9%	2.3%	-0.6	2.6%	3.7%
O=C1C=C(NCc2ccco2)C2(CCCCC2)O1	-1.7%	-6.7%	3.1%	-0.3%	-7.0%	-7.8%	-2.6%	13.2%	-9.0	5.2%	1.3%
O=C(Cc1ccccc1)NCC(=O)OCC(=O)c1ccc(OC(=O)c2ccccc2)cc1	0.5%	.	-14.9%	-0.4%	-9.9%	11.5%	0.6%[7.66 µM]	10.1%	3.2	3.3%	7.3%
N#C/C=C/C(=C\Nc1ccc(Cl)cc1)S(=O)(=O)c1ccccc1	4.6%	-15.1%	-0.7%	0.1%	-9.4%	-3.9%	10.8%	-4.6%	1.1	46.1%[activator]	-3.3%
Cc1ccc(NC(=O)COC(=O)c2ccccc2F)cc1S(=O)(=O)N1CCCCC1	-1.8%	-1.1%	8.4%	-2.4%	-0.2%	-1.8%	13.4%	-18.3%	5.6	-7.8%	2.5%
Cc1ccc(S(=O)(=O)NCCNC(=O)CN2CCOCC2)cc1	-0.2%	5.1%	-2.7%	-0.1%	-1.3%	1.5%	-6.8%	-4.8%	1.2	3.6%	5.0%
COc1ccc(CNC(=O)COC(=O)c2n[nH]c3ccccc23)cc1	-0.6%	0.6%	-0.4%	-0.4%	-4.3%	3.4%	-9.9%	-12.0%	-0.8	-3.4%	-2.2%
COc1ccc(C(=O)NCc2ncccc2C)cc1OC1CCN(C(C)=O)CC1	0.5%	-5.8%	-12.9%	0.6%	.	0.7%	-14.9%	-0.3%	1.1	0.1%	0.8%
COC(=O)c1ccccc1NC(=O)CN(c1cc(OC)ccc1OC)S(C)(=O)=O	-2.0%	5.9%	-21.1%	-0.6%	-9.0%	-8.3%	1.6%	2.8%[1.84 µM]	2.8	2.3%	2.0%
COc1ccc(CNC(=O)CN2CCN(S(=O)(=O)c3cccs3)CC2)cc1OC	-2.1%	1.7%	-11.4%	0.2%	-0.3%	0.1%	12.4%	0.0%	0.1	1.6%	1.9%
CC12CN(C(=O)c3ccco3)CC(c3ccccc3)(CN(C(=O)c3ccco3)C1)C2=O	0.6%	1.9%	-9.8%	0.5%	-3.2%	6.8%	-9.8%	0.8%	-0.1	1.6%	4.8%
COc1ccc2[nH]cc(S(=O)(=O)c3ccc(C)cc3)c2c1	8.6%	-4.9%	11.6%	-0.1%	-3.8%	-2.7%	28.3%	1.9%	0.2	2.9%	-1.4%
COc1ccc(C(C)(C)C)cc1NC(=O)c1c(C)noc1C	1.4%	-8.3%	9.1%	-0.2%	.	0.6%	1.0%	-60.5%	21.1	1.2%	6.5%
Cc1cc(NS(=O)(=O)c2ccc(NC(=O)c3cc4c(=O)n5ccccc5nc4s3)cc2)nc(C)n1	-2.0%	19.9%	-25.2%	-0.1%	-8.3%	0.5%	16.0%	29.8%	-2.2	.	3.8%
CCS(=O)(=O)c1ccc2oc(Nc3ccc(OC)c(OC)c3)nc2c1	-4.4%	-4.9%	-17.4%	3.6%	-2.1%	-5.1%	4.6%	-5.5%	-5.4	-1.5%	11.5%
O=C1CCCCCC1C1(O)C(=O)Nc2ccc(Br)cc21 (centres undefined)	-2.1%	2.5%	8.9%	-0.7%	-5.9%	-6.3%	-13.5%	7.4%	1.2	-2.8%	0.9%
CCc1ccc(-c2cc3c(=O)n(CC(=O)NCCCN4CCN(CC)CC4)nc(C)n3n2)cc1	-5.4%	-11.6%	9.0%	0.4%	-3.5%	7.6%	-52.2%[inhibitor]	24.1%	3.4	-0.3%	?
Nc1c(-c2ccccn2)cnn1-c1nc(-c2ccc(F)cc2)cs1	-0.4%	-26.7%	-0.7%	-0.2%	0.6%	10.6%	-5.3%	7.4%	9.9	-7.8%	8.7%
CC1CCCN(c2nc3nonc3nc2Nc2ccccc2F)C1 (centres undefined)	-2.0%	-6.4%	4.3%	-0.4%	-3.2%	5.8%	3.5%	-33.8%	9.5	-2.5%	-11.4%
CC1(C)CC(NC(=O)c2ccccn2)CC(C)(C)N1O	1.2%	17.1%	1.2%	-0.2%	1.9%	2.8%	0.0%	15.7%	-1.0	-2.1%	2.6%
CC(C)c1onc(C(=O)N(C)C2CCCCC2)c1[N+](=O)[O-]	0.8%	1.4%	-9.9%	3.5%	9.5%	?	-39.5%[inhibitor]	9.7%	15.6	-1.3%	-1.7%
Cc1cccc(C)c1NC(=O)CNC(=O)c1ccc2ccccc2n1	2.0%	2.3%	1.7%	0.0%	-3.2%	-5.6%	-10.8%	6.0%	1.0	-1.8%	-0.4%
NC(=O)CC(NC(=O)c1ccccc1)c1ccc(N2CCC(Cc3ccccc3)CC2)c([N+](=O)[O-])c1 (centres undefined)	-10.0%	?	1.4%	-0.2%	-1.8%	6.3%	-45.0%[inhibitor]	-56.3%	-4.5	-6.8%	-1.4%
COc1ccc(OC)c(Nc2nc3ccc(C)cc3n3cnnc23)c1	1.0%	4.5%	8.2%	0.3%	1.2%	-4.9%	16.9%	-32.5%	9.0	2.4%	-15.3%
Cc1ccc(NC(=O)CSc2nnc(-c3ccc(S(=O)(=O)N4CCOCC4)cc3)n2C)cc1	0.4%	.	-20.1%	-0.2%	-0.9%	-1.8%	-5.8%	19.6%&-15.2%	-16.4	0.4%	-0.2%
COc1ccc([C@H]2CC(=O)C=C(c3ccc(OC)cc3OC)C2)cc1	1.9%	?	0.5%	-0.9%	3.1%	?	-17.8%	-33.6%	11.4	3.4%	?
COc1cc(-c2noc(CCC(=O)NC3CCCC3)n2)cc(OC)c1OC	-0.2%	-4.4%	-18.4%	-0.4%	-2.4%	2.0%	14.1%	-19.2%	-0.1	-1.4%	1.9%
CC(=O)NC(=S)Nc1ccc(-c2nc3ccc(C)cc3s2)cc1	1.8%	-8.2%	8.9%	-0.4%	-5.0%	?	-1.9%	?	-1.8	35.1%[activator]	?
COc1ccccc1CN1CCNC(=O)C1CC(=O)N(C)CC1CCOCC1 (centres undefined)	-0.5%	1.0%	2.8%	-0.1%	-2.7%	1.2%	-6.4%	5.1%	-2.9	-0.9%	1.2%

Entries shown so far that contain a nitro group on carbon (three):
SMILES	USP2a block	uPA generation	Eya2 phos inh	B2AR arrestin	TSG101-PTAP inh	p53 reactivation	Integrin act MD	BRCA1 expr up	TRPV1 agonist	ASM inhibitor	ELG1 genotoxic
NS(=O)(=O)c1ccc(N2CCCC2=O)c([N+](=O)[O-])c1	0.8%	6.6%	-2.1%	0.1%	-10.0%	-3.5%	12.5%	0.0%	1.9	-2.9%	7.3%
CC(C)c1onc(C(=O)N(C)C2CCCCC2)c1[N+](=O)[O-]	0.8%	1.4%	-9.9%	3.5%	9.5%	?	-39.5%[inhibitor]	9.7%	15.6	-1.3%	-1.7%
NC(=O)CC(NC(=O)c1ccccc1)c1ccc(N2CCC(Cc3ccccc3)CC2)c([N+](=O)[O-])c1 (centres undefined)	-10.0%	?	1.4%	-0.2%	-1.8%	6.3%	-45.0%[inhibitor]	-56.3%	-4.5	-6.8%	-1.4%
